Compound activity (PubChem)
ERG-DNA inh: ERG Ets/DNA interaction inhibition. fluorescence polarization, His-ERG Ets domain / labelled DNA. Potency, µM (top dose mostly 76.9 µM), without a hit: top-dose FP activity, negative = inhibition, actives largely listed as inhibitors. 370,000 compounds, 0.028% hits. AID 624246; active = well fitted inhibition curve with a large enough effect in the polarisation, with a control signal flat; inconclusive = small, poorly fitted or top-dose-only effect, or effect the other way, or a change in a side signal; inactive = no such curve, though single readings can be large or run the other way; the % refers to the polarisation;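 also: polarization taken with two DNA probes labelled with fluorescein and Texas red; potency is read from the fitted curve at half-maximal effect; % of control where 0% means no effect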
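His-tagged ERG Ets domain (1 uM in the protein solution; 300mM KCl, 50mM Tris-HCl, 1mM EDTA, 1mM DTT, pH 7.5) received compound, then a probe mix of 5 nM fluorescein-DNA and 100nM Texas-615-DNA. Fluorescence polarization was read for both dyes.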
Glioma ERSR ind: ER stress response induction in glioma | U87-MG GRP78 promoter luciferase reporter, 16 h | Potency, µM, for inactives: at the highest dose activation, actives largely listed as activators | 420,000 compounds, 0.02% hits; also: potency is read from the fitted curve at half-maximal effect; series mostly up to about 76 µM; % of control where 0% means no effect; nearly all actives have a fitted effect of over 35% in size
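Stably transfected U87-MG glioma cells carrying a GRP78-based luciferase sensor; 16 h compound incubation. Luminescence end-point read 10 min after Bright-Glo addition at room temperature.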
D2 ag: agonists of human D2 dopamine receptor. HEK293 T-REx D2 cells, calcium flux agonist mode. P14416. 340,000 compounds, 0.53% hits. activation, % at 2 µM;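 active = activation over 3 SD above normal in the single-dose calcium agonist read, cut at about 30% in these data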; also: 0% is about no effect
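Tetracycline-induced HEK293 Trex cells with D2 receptor force-coupled to calcium signaling, plated overnight at 30 C and loaded with no-wash calcium dye. Calcium flux read kinetically for 180 s after compound addition; responses flag agonists.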
RGS4 inh: blocks human RGS4-accelerated GTP hydrolysis | Transcreener GDP fluorescence polarization, RGS4-accelerated GTP hydrolysis | Potency, µM (doses to about 114 µM), without a hit: at the highest dose activity change, negative = inhibition, hits mostly inhibitors | 390,000 compounds, 0.039% hits | AID 504845; also: potency is read from the fitted curve at half-maximal effect; % is scaled to controls: 0 for no effect and ±100 for the full control effect; nearly all actives have a fitted effect of over 75% in size; some results filed as inactive show a strong effect at the top dose
Target sequence (P49798 whole entry, looked up): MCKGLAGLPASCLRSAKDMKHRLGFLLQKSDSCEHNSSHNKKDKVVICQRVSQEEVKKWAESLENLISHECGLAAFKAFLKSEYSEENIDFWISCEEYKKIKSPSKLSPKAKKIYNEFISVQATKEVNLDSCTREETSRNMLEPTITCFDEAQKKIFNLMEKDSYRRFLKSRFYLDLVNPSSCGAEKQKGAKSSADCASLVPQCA
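MLSMR compounds (23 nl, pin-transferred) preincubated 10 min at room temperature with a 500nM (2x) first reagent, then RGS4 at 900nM (2x) plus Transcreener GDP mix added; fluorescence polarization (620/688 nm) read before and after 90 min at 30 °C.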
D2 antagonist: D2 dopamine receptor (human) antagonism; HEK293 TREx D2 cells, calcium flux, dopamine EC80; 340,000 compounds, 2% hits; AID 485344; P14416; inhibition, % at 10 µM; in the data active = inhibition above about 30%; also: 0% is about no effect
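Measurement of antagonist activity uses fluorescent calcium dye in inducible HEK293 T-REx D2 cells: 10 s baseline, compound addition with 180 s read, EC80 dopamine addition with a further 180 s read.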
Vif-A3F inh: inhibitors of Vif-A3F interaction. HeLa A3F-eYFP + Vif (tagged APOBEC3F with the HIV-1 protein that degrades it), YFP fluorescence increase. Potency, µM (top dose mostly 46.1 µM), inactives show top-dose activity, negative = active. 390,000 compounds, 0.2% hits. AID 602313; also: potency is read from the fitted curve at half-maximal effect; % of control where 0% means no effect; nearly all actives have a fitted effect of over 65% in size
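HeLa cells stably expressing Vif plus C-terminally eYFP-tagged A3F were seeded, incubated overnight at 37 deg C, dosed with compound, incubated overnight again at 37 deg C. Yellow fluorescence (Ex 488/Em 500-530) reported blocked Vif-mediated A3F-eYFP degradation.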
Vif-APOBEC3G blk: Vif-A3G binding inhibition; Q9HC16; HeLa A3G-eYFP + Vif (tagged APOBEC3G with the HIV-1 protein that degrades it), YFP fluorescence, overnight; Potency, µM (top dose mostly 46.1 µM), for the others: at the top dose activity, negative = active, actives largely listed as inhibitors; 410,000 compounds, 0.076% hits;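 also: potency is read from the fitted curve at half-maximal effect; % is scaled to controls: 0 for no effect and ±100 for the full control effect; nearly all actives have a fitted effect of over 60% in size; hits raise eYFP signal because A3G escapes Vif-driven loss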
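Read-out is eYFP fluorescence (Ex 488/Em 500-530) from Vif-expressing HeLa A3G-eYFP cells; more signal means A3G escaped Vif-mediated degradation. Cells plated overnight, compound pinned in, incubated overnight at 37 deg C.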
12-LOX inh: ALOX12 (human) lipoxygenase inhibition. purified 12hLO, xylenol orange hydroperoxide absorbance. Potency, µM (titrated, usually from 108 µM), for the others: at the top dose activity change, negative = inhibition, hits mostly inhibitors. 580,000 compounds, 1.1% hits. AID 1671190; also: potency is read from the fitted curve at half-maximal effect; % is scaled to controls: 0 for no effect and ±100 for the full control effect
Target sequence (P18054 whole entry, looked up): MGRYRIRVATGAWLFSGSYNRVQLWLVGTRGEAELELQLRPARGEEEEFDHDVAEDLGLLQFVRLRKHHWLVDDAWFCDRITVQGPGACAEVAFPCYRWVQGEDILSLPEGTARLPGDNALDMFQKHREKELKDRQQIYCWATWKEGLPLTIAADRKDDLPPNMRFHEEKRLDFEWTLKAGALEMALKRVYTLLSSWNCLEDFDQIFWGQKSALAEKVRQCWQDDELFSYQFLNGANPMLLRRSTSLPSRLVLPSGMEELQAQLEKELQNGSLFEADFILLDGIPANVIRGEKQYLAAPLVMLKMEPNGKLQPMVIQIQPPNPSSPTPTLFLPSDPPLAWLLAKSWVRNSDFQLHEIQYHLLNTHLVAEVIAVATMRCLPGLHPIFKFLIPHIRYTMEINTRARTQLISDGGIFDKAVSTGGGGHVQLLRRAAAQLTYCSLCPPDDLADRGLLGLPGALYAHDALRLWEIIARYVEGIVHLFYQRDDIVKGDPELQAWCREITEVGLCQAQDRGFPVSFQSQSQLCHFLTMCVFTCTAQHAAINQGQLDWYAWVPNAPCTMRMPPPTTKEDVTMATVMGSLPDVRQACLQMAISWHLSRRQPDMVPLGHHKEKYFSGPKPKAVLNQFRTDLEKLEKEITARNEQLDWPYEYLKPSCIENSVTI
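Purified human 12hLO at 150 nM in 25 mM Hepes, 0.01% Triton X-100, pH 7.0, preincubated 15 min at room temperature with compound. Reaction started with 40 uM arachidonic acid, 30 min at room temperature. Hydroperoxide measured by Fe-xylenol orange, 573/405 nm absorbance ratio.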
LDHA block: blocks human lactate dehydrogenase A. purified LDHA, NADH/diaphorase-resazurin fluorescence; stronger effect = lower value. 480,000 compounds, 0.15% hits. AID 1347041. activity change, % (values are at about 110 or 230 µM). P00338; in the data active = activity change below about -30%; inconclusive = mostly about -25% to -30%;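 also: plate controls were DMSO wells for no effect and wells without enzyme for full effect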
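Human LDH5 (2 nM) was incubated with 0.06 mM NADH and 0.2 mM pyruvate for 5 min at room temperature in Tris pH 7.4. Remaining NADH was coupled through diaphorase/resazurin, and resorufin fluorescence was read at 0 and 20 min.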
Numbers without * were called inactive; ? = inconclusive; / = no result given; & = joins results of further samples; [ ] = another dose, or the depositor's remark. Unless noted, calls follow the shape of the dose curve; as a rule, active = well fitted curve in the direction sought with a large enough effect; inconclusive = small, poorly fitted or top-dose-only effect, or another doubt; inactive = no such curve, though single readings can be large; an effect the other way counts as inactive or inconclusive. Some of the compounds tested. The share of hits here may be higher or lower than overall.

SMILES	ERG-DNA inh	Glioma ERSR ind	D2 ag	RGS4 inh	D2 antagonist	Vif-A3F inh	Vif-APOBEC3G blk	12-LOX inh	LDHA block
CCOC(=O)c1c(C)c(-c2ccccc2)n(CC(=O)NC(CC)Cc2ccccc2)c1C (configuration not stated)	-1%	-3%	0.4	10%	/	-7%	-5%	-4%	0
CCC(=O)c1ccc(OCC(=O)Nc2cc(S(=O)(=O)N3CCCCC3)ccc2N2CCN(CC)CC2)cc1	11%	-3%	/	1%	/	1%	1%	?	-19
COc1cccc(-c2cc(C(=O)Nc3cccnc3)no2)c1	3%	-9%	-0.3	-20%	-9	-5%	?	-2%	-6
O=C(NC1CC1)c1c(O)c2ccccc2[nH]c1=O	-2%	4%	0.2	-17%	2	0%	-3%	3%	2
CCCc1[nH]nc2c1C(c1c(C)nn(-c3ccccc3)c1Cl)C(C#N)=C(N)O2 (configuration not stated)	5%	2%	-0.5	8%	-15	-1%	0%	0%	5
O=C(c1ccc2c(c1)OCCO2)N(Cc1cccnc1)c1nc2c(Cl)cccc2s1	-2%	0%	0.9	7%	/	0%	8%	-20%	4
Cc1cc(C(F)(F)F)nn1CC(=O)Nc1ccc(Br)c2cccnc12	2%	-7%	0.7	-29%	14	3%	1%	5%	1
CCOC(=O)Cn1c(=O)oc2cc(S(=O)(=O)N3CCN(c4ccc(F)cc4)CC3)ccc21	6%	-3%	-0.5	-13%	/	1%	5%	-3%	-5
O=C(NCCOc1ccc(Cl)cc1)C1CC(=O)N(c2ccc3c(c2)OCCO3)C1 (configuration not stated)	4%	0%	-0.1	23%	4	-4%	4%	-24%	-3
CCCCNC(=O)CNC(=O)c1nn(-c2ccc(OC)cc2)c(=O)c2ccccc12	2%	0%	0.6	32%	-1	4%	3%	0%	-3
CCOc1ccccc1N1CCN(S(=O)(=O)c2ccc(C3CCCCC3)cc2)CC1	-16%	-3%	1.1	-7%	/	3%	-1%	-12%	-4
O=C(c1ccco1)N1N=C(c2cccs2)CC1c1ccco1 (configuration not stated)	-13%	-3%	-0.2	21%	7	5%	0%	-5%	-9
Cc1ccc(N=C2NC(=O)c3cc([N+](=O)[O-])ccc32)cc1	-1%	1%	-0.1	-13%	9	-13%	-2%	-21%	-5
NC(N)=NC(N)=Nc1ccccc1	10%	-4%&-1%&-4%&-1%&-3%	0.0	3%[56.9 µM]	-45	6%	0%	-2%&0%&2%&1%	-5&-1&-5
C=C1C(=O)[C@]23C[C@H]1CC[C@H]2[C@]1(C)[C@@H](O)CC[C@@](C)(C(=O)O)[C@H]1C[C@@H]3O	/	-12%	/	/	/	/	?	-5%	-9
COc1ccc(Nc2nc(C(=O)NCc3ccco3)cs2)cc1	6%	-1%	0.7	8%	8	1%	-6%	?	2
Cc1ccc2c(C)c(C(=O)N3CCN(c4ncccn4)CC3)oc2c1C	-3%	1%	/	3%	/	-9%	0%	2%	3
CC1(C)Cc2c(cnn2-c2ccc(F)cc2)C(NC(=O)c2ccco2)C1 (configuration not stated)	-1%	-5%	-0.2	-21%	9	7%	-2%	-11%	-4
COc1cc2oc(=O)cc(-c3cccc(-c4cccc(C)c4)c3)c2c(OC)c1OC	-7%	0%&-3%	/	12%	/	3%	-3%	?	1
O=C(/C=C/c1ccc(Cl)c(Cl)c1)NCc1ccco1	/	3%	-0.8	-37%	-2	9%	-5%	?	4
CCOc1ccc(NC(=O)Nc2cc(C(C)C)c(O)cc2C)cc1	2%	0%	-1.4	-7%	0	-12%	0%	-8%	6
O=C1[C@H]2CC3CCC2(O3)[C@@H]2OCCCN12 (some centres not stated)	18%	-3%	-0.1	-20%	18	7%	-1%	-1%	3
CCOC(=O)c1c(CN(CC)CC)n(-c2ccccc2)c2ccc(O)cc12	-3%	-1%	-0.4	-6%	-12	-2%	13µM*	14%	4
O=C(CCN=C1NS(=O)(=O)c2ccccc21)OCC(=O)c1ccccc1Cl	-1%	-3%	1.0	-3%	-1	-3%	-2%	-13%	-8
Cc1ccc(NC(=O)c2ccc(N3CCCC3=O)cc2)cc1S(=O)(=O)N1CCCCC1	-5%	0%	0.0	0%	-14	0%	5%	172%[activator]	-6

Some of the entries so far, as a markdown table:
| SMILES | ERG-DNA inh | Glioma ERSR ind | D2 ag | RGS4 inh | D2 antagonist | Vif-A3F inh | Vif-APOBEC3G blk | 12-LOX inh | LDHA block |
| --- | --- | --- | --- | --- | --- | --- | --- | --- | --- |
| CC1(C)Cc2c(cnn2-c2ccc(F)cc2)C(NC(=O)c2ccco2)C1 (configuration not stated) | -1% | -5% | -0.2 | -21% | 9 | 7% | -2% | -11% | -4 |
| COc1cc2oc(=O)cc(-c3cccc(-c4cccc(C)c4)c3)c2c(OC)c1OC | -7% | 0%&-3% | / | 12% | / | 3% | -3% | ? | 1 |
| O=C(/C=C/c1ccc(Cl)c(Cl)c1)NCc1ccco1 | / | 3% | -0.8 | -37% | -2 | 9% | -5% | ? | 4 |
| CCOc1ccc(NC(=O)Nc2cc(C(C)C)c(O)cc2C)cc1 | 2% | 0% | -1.4 | -7% | 0 | -12% | 0% | -8% | 6 |
| O=C1[C@H]2CC3CCC2(O3)[C@@H]2OCCCN12 (some centres not stated) | 18% | -3% | -0.1 | -20% | 18 | 7% | -1% | -1% | 3 |

The main list resumes; the 2 compounds before the break are reprinted first.
SMILES	ERG-DNA inh	Glioma ERSR ind	D2 ag	RGS4 inh	D2 antagonist	Vif-A3F inh	Vif-APOBEC3G blk	12-LOX inh	LDHA block
O=C(CCN=C1NS(=O)(=O)c2ccccc21)OCC(=O)c1ccccc1Cl	-1%	-3%	1.0	-3%	-1	-3%	-2%	-13%	-8
Cc1ccc(NC(=O)c2ccc(N3CCCC3=O)cc2)cc1S(=O)(=O)N1CCCCC1	-5%	0%	0.0	0%	-14	0%	5%	172%[activator]	-6
CCc1ccccc1NC(=O)C(Cc1cccc(OC)c1OC)c1nn[nH]n1 (configuration not stated)	2%	-2%	1.1	51%	-11	-8%	-6%	-23%	-7
Cc1ccc(OCc2nnc(N)s2)cc1	-23%	1%	0.7	-11%	-1	-1%	-2%	-1%	-5
O=C(CSc1nnnn1-c1cccnc1)Nc1cccc(Cl)c1	-1%	-5%	-0.4	-1%	6	0%	-8%	10%	-7
CCC(=O)NCc1cc(-c2nn(C)c(=O)c3ccccc23)ccc1C	-5%	-6%	-1.0	30%	7	-4%	-4%	0%	-6
CC(=O)c1ccc(N2CCN(C(=S)Nc3ccccc3F)CC2)cc1	2%	-2%	-0.2	-22%	-13	2%	-3%	-9%	-7
COc1cc(NC(=O)Nc2nc(C(N)Cc3ccc(C(F)(F)F)cc3)cs2)cc(OC)c1OC (configuration not stated)	/	-14%	/	/	/	/	-12%	?	-12
Cc1nc(C)n(CCNS(=O)(=O)c2ccc(C)c(C)c2)n1	3%	-5%	-0.6	-4%	17	-7%	-1%	-16%	-14
O=C1Cc2cc(NS(=O)(=O)c3ccc(Cl)cc3)cc3c2N1CCC3	-6%	-1%	-0.2	-15%	1	6%	-1%	?	2
CC(C)(O)C#Cc1ccc(C(=O)NCCc2ccc(S(N)(=O)=O)cc2)cc1	-22%	0%	/	-2%	/	0%	-8%	-5%	-3
CCCCOC(=O)C1C2C=C[C@]3(CN(CCCOC)C(=O)[C@H]13)O2 (some centres not stated)	-2%	0%	/	18%	/	-14%	1%	16%	-10
CCOC(=O)c1ccc(NC(=O)CN2Cc3ccccc3C2=O)cc1	1%	-1%	0.3	-15%	/	5%	2%	8%	1
CN(Cc1ccccc1)C(=O)COc1ccccc1	-2%	-2%	0.5	0%	6	6%	0%	0%[57.4 µM]	-1
CCN(C(=O)COC(=O)/C=C/c1ccc(OC)c(OC)c1)c1c(N)n(Cc2ccccc2)c(=O)[nH]c1=O	9%	-2%	/	-6%	/	-3%	-6%	0%	-7
O=c1cc(CO)oc2ccccc12	-2%	-2%	/	-24%	/	0%	-1%	9%	2
CCn1cc(S(=O)(=O)c2cccc(C)c2)c(=O)c2cc(F)c(N3CCN(c4ccccc4)CC3)cc21	1%	0%	1.9	-16%	/	-5%	-7%	2%	0
COc1ccc(S(=O)(=O)N2CCCC(C(=O)N3CCOCC3)C2)cc1OC (configuration not stated)	-6%	-5%	0.3	-9%	-3	-3%	-2%	-3%	-8
CCCCNc1nc2c(c(=O)n(Cc3ccc(Cl)cc3)c(=O)n2C)n1C	1%	-3%	5.5	-16%	/	4%	-4%	?	1
COc1ccc(Cn2c(C)nc([N+](=O)[O-])c2SCC(=O)O)cc1[N+](=O)[O-]	0%	-3%	0.6	-19%	-6	1%	0%	-3%	-2
CN(C)CCCOc1ccc(-c2cccc3nncn23)cn1	/	-6%	/	/	/	/	0%	3%	-3
CCOc1ccc(NC(=O)CN2C(=O)/C(=C3\SC(=S)N(C4CCS(=O)(=O)C4)C3=O)c3ccccc32)cc1 (configuration not stated)	-9%	-1%	0.5	-27%	25	?	-1%	-25%	-6
COc1ccc(-c2nnc(SCC(=O)NC3CCCCC3)nc2-c2ccc(OC)cc2)cc1	-2%	-5%	/	1%	/	-2%	1%	-1%	5
CC(C)(C)OC(=O)NCCC(=O)Oc1ccc2ccc(=O)oc2c1	-5%	-4%	-0.6	-6%	8	6%	-2%	/	-3
